Pf Dd2 inh – inhibitors of Plasmodium falciparum Dd2 growth; AID 1347417; Potency, µM (titrated, usually from 28.9 µM), inactives show at the top dose activity, negative = inhibition, most hits filed as inhibitors; P. falciparum Dd2 growth, SYBR Green, 72 h; hit rate 4.3% among 120,000; active means well fitted inhibition curve with a large enough effect; inconclusive means small, poorly fitted or top-dose-only effect; inactive means no such curve, though single readings can be large or run the other way;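 further: plate controls were DMSO vehicle for no effect and reference drug for full effect; nearly all actives have a fitted effect of over 65% in size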
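Readout: SYBR Green fluorescence, 485 nm excitation, 535 nm emission, after ~16 h lysis at 37C. Before that, Dd2-infected red cells (2.5% hematocrit) grew 72 h with compound, 29 uM top final concentration.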
* marks the source's active call; other numbers are inactive results; i = inactive; ? = inconclusive; [ ] = dose if it differs, or a comment. Potency means the concentration at half of the fitted maximal effect. Only part of the results is shown (hit frequency here may not be typical).

SMILES,Pf Dd2 inh
O=C(C[C@H]1NC(=O)c2ccccc2NC1=O)Nc1nnc(Cc2ccccc2)s1,?
COc1ccc([C@@H](NC(=O)c2coc3ccccc23)C2CC(O)C2)cn1 (stereo not given in full),-8.6%
COc1ccc(C(=O)N2CCCC3(CC(Cc4ccccc4)=NO3)C2)cc1 (stereo not given),-1.0%
O=[S+]([O-])(Nc1ccccc1)c1ccc2c(c1)OCCN(CC1CC1)C2,i
COC(=O)c1ccccc1NC(=O)CSc1c2c(nc3ccc(Cl)cc13)CCCC2,?
COc1cccc(N2CC(NC(=O)/C=C\c3ccc4c(c3)OCO4)CC2=O)c1 (stereo not given),58.8%[activator]
CCCCS(=O)(=O)c1nc(-c2ccc(Br)cc2)cc(-c2ccccc2)c1C#N,5.01µM*
COc1ccc(CCNC(=O)CCCn2c(=O)c3ccccc3n(Cc3ccccc3C#N)c2=O)cc1OC,33.9%[activator]
Cc1cccc(NC(=O)c2ccc(CNS(=O)(=O)c3ccc4c(c3)C(C)(C)C(=O)N4C)cc2)c1,-12.0%
CC(=O)NCC(=O)N1Cc2ccccc2CC2(CCN(CC3CCCC3)C2)C1 (stereo not given),?
CCCOc1ccc(CCNC(=O)C2NCCc3[nH]cnc32)cc1OC (stereo not given),5.0%
CC(=O)c1cccc(N2C(=O)[C@@H]3[C@@H](CCN3C(=O)C(C)(C)C)N(Cc3cccc(F)c3)C2=O)c1,i
Cc1ccc(-n2nc(CO)c(C(=O)NCCCc3ccccc3)n2)cc1C,2.3%
Cc1ccc(CNC(=O)CCCN2C(=O)CCn3nc(-c4cccn4C)cc32)cc1,5.01µM*
COc1ccc(C(=O)N2CCC3(CC2)CC(O)CCO3)cc1 (stereo not given),28.3%
CC(C)CC(C(=O)NCc1ccc(F)cc1)N1Cc2ccccc2C1=O (stereo not given),i
COc1ccc(-c2noc(-c3ccc(C)cc3Cl)n2)cc1OC,42.6%[activator]
CCN1c2cc(C(=O)NCc3nc4ccccc4n3C)ccc2C(=O)N2CCCCCC21 (stereo not given),?
COc1ccc(CC(=O)N2CCc3nc(C(C)C)nc(-c4ccc(OC)cc4)c3CC2)cc1,?
O=C1COc2ccc(OCc3cncs3)nc2CN1Cc1ccccc1,-22.2%[44.1 µM]
CC(=O)N1CCc2cc(S(=O)(=O)NC(Cc3ccccc3)C(=O)Nc3ccc(C)cc3C)ccc21 (stereo not given),i
CC(C)CNC(=O)C1CCN(C(=O)c2ncn3c2COC(c2ccc(F)cc2)C3)CC1 (stereo not given),-2.7%
O=C(CC1CCCCC1)N1CCC2(CC1)NC(=O)N(c1cccc(F)c1)N2,i
COc1ccc(-c2cc([C@H]3CN4CC[C@H]3C[C@@H]4CNC(=O)NCc3ccccc3)n(C)n2)cc1,-12.7%
O=C(NCc1ccc2c(c1)CCCO2)c1ccc(C2CCNC2)cc1 (stereo not given),-17.2%
CCCn1c(=O)sc2cc(NC(=O)c3ccccc3Cl)ccc21,?
CCCCOc1cccc(C2c3c(-c4cc(C)ccc4O)n[nH]c3C(=O)N2CCOC)c1 (stereo not given),?
COc1ccc(-c2nc3scc(CCNS(=O)(=O)c4ccc(Oc5ccccc5)cc4)n3n2)cc1OC,?
CC(C)N(C)Cc1nnnn1CC(=O)NCc1ccc2nonc2c1,-10.0%
COc1cc(OC)c(NC(=O)N2CCc3c([nH]c4ccccc34)C2c2ccccc2F)cc1Cl (stereo not given),?

Filtered by structure, those above containing a cyano group.
SMILES,Pf Dd2 inh
CCCCS(=O)(=O)c1nc(-c2ccc(Br)cc2)cc(-c2ccccc2)c1C#N,5.01µM*
COc1ccc(CCNC(=O)CCCn2c(=O)c3ccccc3n(Cc3ccccc3C#N)c2=O)cc1OC,33.9%[activator]

The listing continues.
SMILES,Pf Dd2 inh
COc1ccc(NC(=O)c2cc(C3CC3)nc3c2c(C)nn3-c2ccccc2)cc1OC,13.0%
COCCOC1CCN(C(=O)c2ccc3oc(-c4cccc(F)c4)nc3c2)CC1,-5.8%
CN(CC(=O)N1CCC(CCOc2ccc(F)cc2)C1)S(=O)(=O)c1cccs1 (stereo not given),-14.6%
CN1Cc2ccccc2-n2ccnc2C12CCN(C(=O)C1CCOCC1)CC2,i[5.79 µM]
Cc1ccc(NC(=O)N2CCC(CCNC(=O)C3CC3)CC2)cc1F,i
O=C1Nc2ccccc2CC12CCCN2C1CCCCC1 (stereo not given),10µM*
Cc1cccc(CCNC(=O)[C@@H]2C[C@@H](O)CN2C2CCNCC2)c1,-13.0%
CCCN(CC1CCOC1)C(=O)Nc1ccc(Cl)cc1 (stereo not given),i[5.79 µM]
COc1ccc(NC(=O)c2ccc3c(c2)N(C(=O)c2ccc(OC)cc2)CC3)cc1,-9.5%
CCOc1ccc(-c2cn3c(n2)sc2cc(C(=O)NCCc4ccc(OC)cc4OC)ccc23)cc1,5.62µM*
Cc1cc(N2CCOC(C(F)(F)F)C2)nc(-c2ccccc2)n1 (stereo not given),?
COc1ccc(-c2cc(C(=O)NCc3cnn(C)c3)c3c(c2)N(C)CCO3)cc1,i
CC(C)c1nc(CNC(=O)c2ccc(N(C)Cc3ccccn3)nc2)no1,-14.8%
COc1ccc(S(=O)(=O)NC[C@H]2O[C@@H](CO)[C@@H](O)[C@H]2N2CCc3ccccc3C2)cc1,i
CCC(=O)N1c2ccccc2CC1C(=O)NCCc1cc(OC)c(OC)c(OC)c1 (stereo not given),13.1%
COc1cccc(CNC(=O)C2CCN(S(=O)(=O)c3c(C)noc3/C=C/c3cccs3)CC2)c1,6.31µM*
O=C(NCCc1ccccc1)c1sc2ncccc2c1-n1cccc1,-20.8%
COCCN1CCCCCC(O)c2cc(C(=O)NCCc3cccnc3)ccc21 (stereo not given),?
COCCOC1CCN(C(=O)CCc2ccc(OC)cc2)C1 (stereo not given),-2.6%
CCN(CC)CCNC(=O)Cn1ncc2c3ccccc3n(Cc3ccc(Cl)cc3)c2c1=O,5.01µM*
CCc1nn2c(=O)cc(COC(=O)CNC(=O)COc3ccc(C)cc3)nc2s1,34.2%
Cc1ccccc1Nc1c(-c2ccc(N3CCOCC3)cc2)nc2cccc(C)n12,10µM*
CCn1ncc(NC(=O)Cn2ncc3cc(-c4ccc(N(C)C)cc4)ccc32)n1,?
COc1cccc(NC(=O)Cn2c(=O)oc3cc(S(=O)(=O)N4CCCCC4)ccc32)c1,i
CCOc1ccc2nc(NC(=O)c3cc(=O)c4ccc(C)cc4o3)sc2c1,-0.8%
O=C1NC2(CCN(Cc3ccc(F)cc3)C2)COc2ccccc21 (stereo not given),?
COc1ccc2c(c1)OCC(C(=O)NCc1nc3c(s1)CCCC3)C2 (stereo not given),-5.9%
COC(=O)c1cc(S(=O)(=O)NCC2CCN(Cc3ccc(F)cc3)CC2)c[nH]1,25.9%
COc1ccc(-c2[nH]nc3ncc(C(=O)Nc4ccccc4)nc23)c(C)c1,96.3%[activator][44.1 µM]
CC(=O)N[C@@H]1CN(Cc2ccc(C)cn2)C[C@H]1CO,26.1%

The list continues.
SMILES,Pf Dd2 inh
Cc1cccc(-n2nc(-c3c(C)nc4scc(CC(=O)NC(C)C)n4c3=O)cc2C)c1C,i
CC(=O)Nc1ccc(S(=O)(=O)NC2(C(F)(F)F)C(=O)Nc3c2c(=O)[nH]c(=O)n3-c2cccc(Cl)c2)cc1 (stereo not given),26.8%
CCc1nnc(SCC(=O)Nc2cccc(C(F)(F)F)c2)c2cc3oc(C)cc3n12,-26.5%
Cc1ccccc1-c1ncc(CN2CCN(c3ccncc3C)CC2)cn1,-18.9%
N#Cc1nc(-c2ccc(COc3ccc(Cl)cc3)o2)oc1N1CCCCC1,-5.5%
CCC1(CC)CC1C(=O)N1CCC2(CC1)Nc1ccccc1NC2=O (stereo not given),?
O=C(NCCc1ccc(Cl)cc1)c1nc(-c2ccc(Cl)nc2)c2ccccn12,?
Cc1nnc(SCc2cc(=O)c3cc(F)ccc3[nH]2)n1C,i
CCOc1ccc(C2Cn3nnc(-c4nc(-c5cccc(Br)c5)no4)c3CO2)cc1 (stereo not given),i
COc1cccc(CN2CCC3(Cc4ccccc4CNC3=O)C2)c1 (stereo not given),?
Cc1ccc(NC(=O)C2(C)Cc3ccccc3C(=O)O2)c(C)c1 (stereo not given),15.1%
Cc1cccc(OCCn2c(SCC(=O)O)nc3ccccc32)c1,20.9%
c1ccc(-c2[nH]nc3ncc(-c4cn[nH]c4)nc23)cc1,?
O=C(c1cccs1)N1Cc2[nH]cnc2C[C@H]1c1nc(-c2ccc3ccccc3c2)no1,-21.7%[44.1 µM]
O=C(c1ccoc1)N1CCC2(CC1)CC(OCC1CC1)CCO2 (stereo not given),-17.8%
COc1cc(=O)n2c(c1C(=O)Nc1cc(F)ccc1C)CCCC2,?
COc1cccc(C(=O)CC2(O)C(=O)Nc3ccc(Cl)cc32)c1 (stereo not given),i
COc1ccc(C)cc1NC(=O)Cn1c(-c2ccc(Cl)cc2)nc(C)c(CCO)c1=O,-24.4%
CC(C)CC(=O)NCC1Cn2cccc2C(=O)N1Cc1ccccc1 (stereo not given),-1.8%
CC(C)(C)CN1CCOC[C@H]1c1ncc(-c2ccc(Cl)s2)[nH]1,?
CN(C)S(=O)(=O)c1ccc2c(c1)N(CC(=O)Nc1cccc(C(F)(F)F)c1)C(=O)CS2,-12.3%
COCCn1nnnc1C1CC2(CCOCC2)C(=O)N1CCc1ccc(OC)c(OC)c1 (stereo not given),3.5%
O=C1CCCCCN1C1CCN([S+](=O)([O-])c2cccc(C(F)(F)F)c2)CC1,i
O=C1CCCN1CCCN1C(=O)[C@H]2CN(Cc3ccc(F)cc3Cl)C[C@H]2C1=O,?
COc1cccc(CN2C(=O)OC3(CCN(Cc4ccccn4)CC3)C2(C)c2cccnc2)c1 (stereo not given),?
Cn1c(=O)cc(SCC(=O)NCc2ccc(F)cc2)c2ccc(Cl)cc21,i
O=C(NC1CC(=O)N(c2cccc(F)c2)C1)c1ccc(S(=O)(=O)N2CCCC2)cc1 (stereo not given),-8.6%
O=C1CCc2cc(S(=O)(=O)NC(C(=O)Nc3ccc(F)cc3)c3ccccc3)ccc2N1 (stereo not given),i
COc1ccc(NC(=O)c2ccco2)cc1NC(=O)c1cccc(C)c1OC,-21.1%
COc1cccc(S(=O)(=O)N2CCC3(CC2)N(C)C(=O)CS3=O)c1 (stereo not given),2.2%

Of the compounds above, five contain an aryl thioether with sulfur outside any ring.
SMILES,Pf Dd2 inh
COC(=O)c1ccccc1NC(=O)CSc1c2c(nc3ccc(Cl)cc13)CCCC2,?
CCc1nnc(SCC(=O)Nc2cccc(C(F)(F)F)c2)c2cc3oc(C)cc3n12,-26.5%
Cc1nnc(SCc2cc(=O)c3cc(F)ccc3[nH]2)n1C,i
Cc1cccc(OCCn2c(SCC(=O)O)nc3ccccc32)c1,20.9%
Cn1c(=O)cc(SCC(=O)NCc2ccc(F)cc2)c2ccc(Cl)cc21,i

Other records:
SMILES,Pf Dd2 inh
CCNC(=O)[C@@H]1C[C@H](NC(=O)c2cc(C)on2)CN1Cc1nccs1,3.6%
COc1ccc(N2CCN(C(CNC(=O)C(=O)NCCCN(C)C)c3cccnc3)CC2)cc1 (stereo not given),5.8%
Cc1ccc(NC(=O)CCC(=O)N2Cc3ccccc3Oc3ncccc32)cc1Cl,-5.6%
CNC(=O)[C@@H]1C[C@H](n2cc(CNS(=O)(=O)c3ccc(C)cc3F)nn2)CN1,0.9%
COc1cccc(N2C(=O)NC(=NC3CCCCC3)C23CCN(CC2CC2)C3)c1 (stereo not given),?
Cc1cccc2nc(Cn3c(=O)n(-c4ccc(Cl)cc4)c(=O)c4c5c(sc43)CCC5)cc(=O)n12,46.4%[activator]
CCOc1cc(=O)n2c(c1C(=O)Nc1ccc3c(c1)OCCO3)CCCCC2,13.3%
CCOC(=O)c1c(-c2ccccc2)oc2ccc(NS(=O)(=O)c3ccc(C)cc3)cc12,?
CN(C)[C@H]1CCN(C(=O)c2ccccc2-n2cncn2)C[C@H]1CCC(=O)O,-12.7%
Cc1cc(CNC(=O)c2cc(-c3ccncc3)cc3c2OCCN3C)no1,i
CC(=O)Nc1nonc1-c1nnc(SCc2ccc(F)cc2)n1C,17.6%
Oc1ccccc1CN1CCNc2cnc(Nc3ccccc3)cc2C1,i
Cn1c(=O)c2c(-c3ccc(Br)cc3)n(CCc3ccccc3)cc2n(C)c1=O,?
CCCn1cc(C2CCN(S(=O)(=O)c3c(Cl)cccc3Cl)CC2)c2ccccc21,?
CCn1ncc(N2CCCC(CC(=O)Nc3cc(OC)cc(OC)c3)C2)cc1=O (stereo not given),-8.7%
OCC1(CN2CCCC2)CCN(Cc2cc(F)cc(F)c2)CC1,i
Cc1oc2c(c1C(=O)Nc1ccc(Cl)cc1F)C1=NCCN1C=N2,i
COc1ccc(CC(=O)N(C)C2CCc3nnc(C)n3CC2)cc1Cl (stereo not given),?
CCc1ccc(NC(=O)CC2C(=O)N(c3ccc(C)cc3)C(=O)N2CCc2ccncc2)cc1 (stereo not given),6.31µM*
Cc1c(Cl)cccc1NC(=O)CN1C(=O)NC2(CCCCC2)C1=O,5.0%
COC[C@H]1CCCN1C(=O)CC[C@H]1CNC(=O)[C@@H]2[C@@H](CCN2Cc2cccs2)N1C,0.7%[44.1 µM]

High-throughput results (PubChem BioAssay)
